HDAC3 inh = human HDAC3 inhibition | inhibition, % at 8.3 µM | AID 2718 | recombinant HDAC3, fluorogenic peptide/trypsin coupled, fluorescence | hit rate 0.15% among 320,000 | O15379; in the data active = inhibition above about 26%, passing the limit was not always enough; inconclusive = no clear call, values can overlap the other calls
Target sequence (O15379 whole entry, looked up): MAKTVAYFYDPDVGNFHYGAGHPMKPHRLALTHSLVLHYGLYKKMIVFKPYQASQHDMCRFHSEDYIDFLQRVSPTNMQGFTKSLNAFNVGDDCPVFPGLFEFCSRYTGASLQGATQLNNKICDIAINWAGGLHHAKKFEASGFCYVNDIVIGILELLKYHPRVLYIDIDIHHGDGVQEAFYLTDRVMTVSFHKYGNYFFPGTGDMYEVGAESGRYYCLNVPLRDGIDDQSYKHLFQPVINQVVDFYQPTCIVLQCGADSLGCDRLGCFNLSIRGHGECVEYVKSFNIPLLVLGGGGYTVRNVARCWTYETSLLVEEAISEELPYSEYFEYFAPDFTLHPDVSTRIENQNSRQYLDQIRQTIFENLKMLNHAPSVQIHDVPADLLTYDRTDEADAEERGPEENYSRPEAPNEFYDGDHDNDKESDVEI
* hit, by the source's call; ? = inconclusive; & = joins results of further samples. The list is partial. The share of hits here may be higher or lower than overall.

#	Compound	HDAC3 inh
1	NC(=O)c1ccc(NC(=O)CSc2nc3ccccc3c(=O)n2CCCN2CCOCC2)cc1	-4
2	Cc1cc(C)c(OCC(=O)NCC(c2ccco2)N2CCCCC2)c(C)c1 (stereo not drawn)	-4
3	C=CCn1c(SCC(=O)NCC(c2ccccc2)N(C)C)nnc1C1CCCCC1 (stereo not drawn)	-3
4	CCCCCc1nnc(NC(=O)c2ccc3nc[nH]c3c2)s1	4
5	CC(C)(C)OC(=O)[C@H](Cc1ccccc1)NC(=O)c1nc[nH]c1C(=O)N1CCNCC1	-1
6	Cc1cc(OCC(=O)OCC(=O)N(C)Cc2ccccc2C)ccc1Cl	8
7	Cc1csc(=O)n1CCC(=O)N(C)Cc1c(F)cccc1Cl	-3
8	CC1CCCCC1NC(=O)COC(=O)c1ccc2ncsc2c1 (stereo not drawn)	-3
9	C[C@H](CO)N1C[C@H](C)[C@@H](CN(C)S(=O)(=O)c2cccs2)Oc2c(NC(=O)C3CC3)cccc2C1=O	-1
10	O=C(CCC(=O)c1ccc(Cl)cc1)OCn1nnc2ccccc2c1=O	-3
11	C[C@@H]1COC(=O)[C@@H](Cc2ccc(F)cc2)C/C=C\C[C@@H](CC(=O)N[C@H](CO)Cc2ccccc2)C(=O)N1	1
12	C[C@H](CO)N1C[C@H](C)[C@@H](CN(C)Cc2ccc3c(c2)OCO3)Oc2c(NC(=O)Cc3ccccc3)cccc2C1=O	4
13	C[C@H]1CN([C@@H](C)CO)C(=O)c2cc(NC(=O)Cc3ccccc3)ccc2O[C@H]1CN(C)Cc1ccccc1	3
14	COc1ccc(F)cc1C(=O)COC(=O)c1n[nH]c(=O)c2ccccc12	6
15	CCN(C(=O)CN1C(=O)NC(c2ccccc2)(c2ccc(C)c(C)c2)C1=O)C1CCS(=O)(=O)C1 (stereo not drawn)	0
16	O=C(NCC1COc2ccccc2O1)c1ccc(Cl)c(S(=O)(=O)N2CCCC2)c1 (stereo not drawn)	-1
17	CCC(CO)Oc1cc(NC(=O)c2ccc(C)cc2)c2ncn(C(C)C)c2c1 (stereo not drawn)	4
18	C=CCN(c1ccccc1OC)S(=O)(=O)c1cccc(C(=O)Nc2nnc(C3CC3)s2)c1	?
19	CC(C)NC(=O)N(C)C[C@H]1Oc2c(NC(=O)Nc3ccccc3)cccc2C(=O)N([C@H](C)CO)C[C@@H]1C	0
20	CCCCC[C@@H]1C=C(C(=O)O)[C@H](c2ccc(OC)c(OC)c2)N1S(=O)(=O)c1ccc(C)cc1	3
21	CCN(CC(=O)Nc1ccc2c(c1)OCCO2)C(=O)c1ccccc1Br	0
22	N#Cc1cccc(C(=O)Nc2cc(S(=O)(=O)N3CCOCC3)ccc2N2CCCC2)c1	6
23	COc1ccc(N2CCN(CC(=O)NC(=O)NCc3ccccc3)CC2)cc1	4
24	Cc1ccc(NC(=O)COC(=O)Cc2ccccc2)cc1S(=O)(=O)N1CCOCC1	-1
25	O=C(CNS(=O)(=O)c1ccc(Br)cc1Cl)OCC(=O)N1CCCC1=O	1
26	Cc1ccc(NC(=O)C(c2ccccc2)N2CCN(CC(=O)N3CCOCC3)CC2)cc1Cl (stereo not drawn)	2
27	C[C@H](NC(=O)c1nc[nH]c1C(=O)NCc1ccc(CNC(=O)OC(C)(C)C)cc1)c1ccccc1	11
28	O=C(Nc1ccc(S(=O)(=O)Nc2ncccn2)cc1)C12CC3CC(CC(Cl)(C3)C1)C2	0
29	CC(=O)c1ccc(OC(=O)C2CSC3(C)CCC(=O)N23)cc1 (stereo not drawn)	0
30	CC1CC1C(=O)OCC(=O)Nc1cccc(F)c1 (stereo not drawn)	2
31	CCc1ccc(Nc2n[n+](-c3ccccc3)c(-c3cccc(C)c3)s2)cc1	2
32	CCC1CCCCN1C(=S)NC(=O)c1cc(Br)ccc1Cl (stereo not drawn)	-2
33	COc1ccc(-c2nnc(SC(C)C(=O)NC3CC3)o2)cc1 (stereo not drawn)	6
34	CC(C)Cn1c(N)c(C(=O)COC(=O)CCc2nc3ccccc3c(=O)[nH]2)c(=O)n(C)c1=O	7
35	CCC(CO)Oc1cc(NC(=O)c2cccc(F)c2)c2ncn(C(C)C)c2c1 (stereo not drawn)	0
36	CN(C)S(=O)(=O)c1ccc(C(=O)OCC(=O)c2csc(N3CCCCC3)n2)cc1	-5
37	CC(C)CC1Nc2ncnc(N3CCOCC3)c2N(Cc2ccccc2)C1=O (stereo not drawn)	-2
38	Cc1ccc(NC(=O)CCc2ccc(S(=O)(=O)N3CCOCC3)cc2)c(Cl)c1	0
39	COc1cccc(CNC(=O)COC(=O)CCc2cc(OC)c(OC)c(OC)c2)c1	-9
40	CN(Cc1ccc(C(F)(F)F)cc1)C(=O)C1CC(=O)N(Cc2ccco2)C1 (stereo not drawn)	2
41	COc1cccc(CNC(=O)COC(=O)C23CC4CC(CC(Cl)(C4)C2)C3)c1	3
42	COc1cc2c(cc1OC)C(Cc1ccc(O)c(Oc3ccc(C[C@H]4c5cc(OC)c(OC)cc5CCN4C)cc3)c1)N(C)CC2 (stereo partly drawn)	2
43	CC(C)c1nc(SCC(=O)Nc2cccc3ccccc23)n[nH]1	1
44	COc1c2ccoc2nc2c(OC)c(OC[C@@H](O)C(C)(C)O)ccc12	-52
45	COc1ccc(C(=O)Nc2ccc(Cl)cc2F)cc1S(=O)(=O)N1CCCC1	-3
46	CCN1C(=NCc2ccco2)N[C@@H](c2cccc(C(F)(F)F)c2)C(C(=O)OC)=C1C	-7
47	COC(=O)c1ccc(C)c(NC(=O)C2CC(=O)N(C3CCCC(C)C3C)C2)c1 (stereo not drawn)	-2
48	CCc1noc(C)c1C(=O)OCC(=O)Nc1ccc2c(c1)OCO2	1
49	COc1cc(SC)ccc1C(=O)NNC(=O)C1COc2ccccc2O1 (stereo not drawn)	-4
50	CN(CC(=O)Nc1ccc(Cl)c(C(F)(F)F)c1)C(=O)Cn1cc([N+](=O)[O-])ccc1=O	?
51	O=C(NCc1ccccc1CN1CCCC1)c1ccc(Cl)c(N2CCCC2=O)c1	-9
52	CCCCN(C(=O)c1ccc2c(c1)OCO2)c1c(N)n(CC(C)C)c(=O)[nH]c1=O	-1
53	COc1ccc2c(c1)OC[C@H]1[C@H]2N2C(=O)c3ccc(C)cc3NC(=O)[C@@]2(C)[C@H]1c1ccccc1	1
54	Nc1nc(N)nc(-c2cc([N+](=O)[O-])ccc2O)n1	-10
55	Cc1ccc(C2(c3ccccc3)NC(=O)N(CC(=O)NC3(C#N)CCCC3)C2=O)cc1C (stereo not drawn)	16
56	Cc1ccc(NC(=O)C2CSC3(C)CCC(=O)N23)cc1S(=O)(=O)N1CCOCC1 (stereo not drawn)	-1
57	O=C(NC(CC1CCCCC1)C(=O)O)c1ccccc1 (stereo not drawn)	5
58	CN(CC(=O)Nc1ccc(OC(F)(F)F)cc1)C(=O)Cn1c(=O)cnc2ccccc21	3
59	Cc1noc(C)c1-c1ccc2ncnc(NC(C)c3ccco3)c2c1 (stereo not drawn)	-2
60	Cc1ccc(S(=O)(=O)N2[C@@H](c3ccc(Cl)cc3)C(C(=O)O)=CC[C@H]2c2ccc3c(c2)OCO3)cc1	5

Carrying on:
#	Compound	HDAC3 inh
61	N#Cc1ccccc1S(=O)(=O)N1CCN(CC(=O)NCC2(N3CCOCC3)CCCCC2)CC1	4
62	O=C(c1cccc(Br)c1)c1coc2ccc(O)cc12	6
63	CC(OC(=O)c1ccc([N+](=O)[O-])o1)C(=O)NC1CCCCC1C (stereo not drawn)	7
64	CC(C)CC(=O)C(=O)O	3&1
65	Cc1cc(C)cc(N)c1	-8
66	CC(C)CN(C(=O)CSc1ncnc2ccccc12)C1CCS(=O)(=O)C1 (stereo not drawn)	-12
67	Cc1cccc(C)c1OCCOC(=O)c1cccc(S(=O)(=O)N2CCOCC2)c1	5
68	COc1ccc(-c2csc(NC(=O)C3CSC4(C)CCC(=O)N34)n2)cc1 (stereo not drawn)	-4
69	COc1ccc(C(=O)c2c3ccccc3[n+]([O-])n2Cc2ccc(C(N)=O)cc2)cc1	4
70	O=C(Nc1ccccn1)c1ccc2c(=O)n3c(nc2c1)CCCCC3	-3
71	O=C(COc1cccnc1[N+](=O)[O-])Nc1ccc(F)cc1	2
72	COc1ccc(NC(=O)c2cccc3c2C(=O)c2ccc(-c4ccc(F)cc4OCc4ccccc4)cc2S3(=O)=O)cc1	-4
73	COc1ccc(CN(C)CC(=O)Nc2cccc(S(=O)(=O)N(C)c3ccccc3)c2)c(OC)c1	1
74	Cc1cccc(C)c1NC(=O)CN(C)C(=O)[C@H](C)NC(=O)c1ccco1	0
75	CCN(CCS(=O)(=O)c1ccc(Cl)cc1)Cc1nc2ccccc2c(=O)[nH]1	0

2 records drawn at random from those above, as already listed:
#	Compound	HDAC3 inh
13	C[C@H]1CN([C@@H](C)CO)C(=O)c2cc(NC(=O)Cc3ccccc3)ccc2O[C@H]1CN(C)Cc1ccccc1	3
10	O=C(CCC(=O)c1ccc(Cl)cc1)OCn1nnc2ccccc2c1=O	-3

The listing continues.
#	Compound	HDAC3 inh
76	O=S(=O)(Nc1cc(Cl)ccc1N1CCOCC1)c1ccccc1Cl	-2
77	CCOC(=O)c1c(C)[nH]c(NC(=O)NNC(=O)c2ccccc2Cl)c1C	-7
78	Cc1cc(C)cc(NC(=O)COC(=O)c2ccc3c(c2)OCCO3)c1	4
79	Cc1cccn2c(=O)c3cc(C(=O)N4CCCCC4C)sc3nc12 (stereo not drawn)	-14
80	COc1cccc(C(=O)NCC(c2cccs2)N2CCOCC2)c1 (stereo not drawn)	-6
81	O=C(C[C@@H]1C/C=C\C[C@H](NC(=O)OCC2c3ccccc3-c3ccccc32)C(=O)OC[C@@H]2CCCN2C1=O)N[C@H](CO)Cc1ccccc1	-3
82	COc1ccc(-c2c(-c3ccsc3)oc(=O)c3cc(OC)c(OC)cc23)cn1	0
83	CCc1ccc(C(=O)NNC(=O)Cn2c(=O)cnc3ccccc32)cc1	1
84	CCOc1ccccc1N1CCN(CC(=O)N(C2CCCC2)C2CCS(=O)(=O)C2)CC1 (stereo not drawn)	0
85	CCN(CC)c1ccc(C(=O)NNC(=O)c2ccc3c(=O)n4c(nc3c2)CCC4)cc1	5
86	Cc1cc(NC(=O)CSc2nc(C)c(C)n2CC(C)C)no1	3
87	CSc1ccccc1NC(=O)CSc1cccc[n+]1[O-]	-11
88	O=C(COC(=O)c1ccc(F)c(S(=O)(=O)N2CCOCC2)c1)NC1CC1	-4
89	O=C(OCC(=O)N1CCCCC1)c1cc(=O)[nH]c2ccccc12	-16
90	COc1ccc(S(=O)(=O)N(C)C[C@H]2Oc3c(NC(=O)C4CC4)cccc3C(=O)N([C@H](C)CO)C[C@@H]2C)cc1	0

In a second layout: three of the compounds above
cpd	HDAC3 inh	mol
77	-7	CCOC(=O)c1c(C)[nH]c(NC(=O)NNC(=O)c2ccccc2Cl)c1C
78	4	Cc1cc(C)cc(NC(=O)COC(=O)c2ccc3c(c2)OCCO3)c1
79	-14	Cc1cccn2c(=O)c3cc(C(=O)N4CCCCC4C)sc3nc12 (stereo not drawn)

An excerpt of these results, as labelled records.
86. Cc1cc(NC(=O)CSc2nc(C)c(C)n2CC(C)C)no1
  HDAC3 inh: 3
83. CCc1ccc(C(=O)NNC(=O)Cn2c(=O)cnc3ccccc32)cc1
  HDAC3 inh: 1
76. O=S(=O)(Nc1cc(Cl)ccc1N1CCOCC1)c1ccccc1Cl
  HDAC3 inh: -2

(listing goes on)
#	Compound	HDAC3 inh
91	COc1cccc(NC(=O)CCc2ccccc2)c1	0
92	CC1CC(C)CN(C(=O)/C=C/c2ccc(S(=O)(=O)N3CCOCC3)cc2)C1 (stereo not drawn)	0
93	O=C(CC1C[C@H](C(=O)N2CCOCC2)[C@@]2(CCC3CCCC3)c3[nH]c4ccccc4c3CCN2C1=O)NCCCn1ccnc1 (stereo partly drawn)	-8
94	CCN(CC)C(=O)[C@H]1CC(CC(=O)NCCCOC)C(=O)N2CCc3c([nH]c4ccccc34)[C@]12C (stereo partly drawn)	-1
95	O=C(COC(=O)COc1ccc(Cl)cc1)NCc1ccc2c(c1)OCO2	-2
96	CCN(CC)C(=O)c1[nH]cnc1C(=O)N[C@@H](C)c1ccccc1	-1
97	COc1ccc([C@H]2CC(=O)C=C(c3ccc(Cl)c(C(F)(F)F)c3)C2)cc1OC	-4
98	O=C(CN1C(=O)C(=O)N(C2CCCC2)C1=O)Nc1ccccc1OC(F)F	-5
99	CC(C)(C)OC(=O)NCc1ccc(NC(=O)c2nc[nH]c2C(=O)NCCCNC(=O)c2[nH]cnc2C(=O)Nc2ccc(CNC(=O)OC(C)(C)C)cc2)cc1	-8
100	CC(NC(=O)COc1ccccc1)C(=O)N1CCN(c2ccccc2)CC1 (stereo not drawn)	-2
101	CCOc1ncccc1C(=O)OCC(=O)c1c[nH]c2ccccc12	0
102	CSc1ccc(/C=C/C(=O)OCC(=O)c2ccc[nH]2)cc1	-3
103	Cc1ccc(S(=O)(=O)N2CCN(C)CC2c2ccccc2)cc1 (stereo not drawn)	-3
104	COCCn1c(C)cc(C(=O)COC(=O)c2[nH]c(C)c(C(C)=O)c2C)c1C	-1
105	COC(=O)[C@]1(C)CCC[C@@]2(C)C3CC[C@@]4(C)C[C@]3(CCC21)CC(=O)N4C (stereo partly drawn)	0
106	CCOc1ccc(OCCC(=O)N(CC)CC(=O)NCc2cccs2)cc1	4
107	CCOc1ccc(NC(=O)CCN2C(=O)CSc3ccccc32)cc1	1
108	COc1ccc(NC(=O)C2CCCN(C(=O)c3ccc(Cl)cc3)C2)cc1Cl (stereo not drawn)	2
109	CCOc1ccc(N2CC(C(=O)NCC(=O)Nc3ccc(F)c(F)c3F)CC2=O)cc1 (stereo not drawn)	7
110	CCCN(C(=O)/C=C/c1nc2ccccc2s1)C1CCS(=O)(=O)C1 (stereo not drawn)	-2
111	CC(C)c1cccc(C2=CC(=O)C[C@H](c3ccc(F)cc3)C2)c1	3
112	C[C@@H]1CN([C@H](C)CO)C(=O)c2cc(NC(=O)Nc3ccc(C(F)(F)F)cc3)ccc2O[C@H]1CN(C)S(=O)(=O)c1ccccc1	16
113	CN1C(=O)N(CC(=O)Nc2nccs2)C(=O)C12CCCCC2	0
